High-throughput results as filed in PubChem.
HTT aggregate = qHTS Multiplex Assay to Identify Dual Action Probes in a Cell Model of Huntington: Aggregate Formation (GFP). PC12 HttQ103-GFP aggregates, Acumen cytometry, 40 h. 220,000 compounds, 1.1% hits. Potency, µM (doses to about 46.1 µM), without a hit: at the top dose activity change, negative = inhibition, usual class: inhibitors. AID 1688, 2009; also: potency is read from the fitted curve at half-maximal effect; % is scaled to controls: 0 for no effect and ±100 for the full control effect; nearly all actives have a fitted effect of over 60% in size
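Using laser scanning cytometry, GFP-positive aggregates were counted after lysis of PC12 cells induced with 100 nM tebufenozide to express HTT exon 1 Q103–GFP. Compounds were tested in titration.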
LMNA splice mod = qHTS Assay for Modulators of Lamin A Splicing; 200,000 compounds, 0.01% hits; HeLa LMNA splicing GFP/RFP minigene ratio, 48 h; Potency, µM (titrated, usually from 46.1 µM), for inactives: at the highest dose ratio change, negative = inhibition, most hits filed as inhibitors; active = well fitted inhibition curve with a large enough effect in the signal ratio, with a control signal flat, not every such curve was filed as active; inconclusive = small, poorly fitted or top-dose-only effect, or effect the other way, or a change in a side signal; the % refers to the signal ratio; also: potency is read from the fitted curve at half-maximal effect; % is scaled to controls: 0 for no effect and ±100 for the full control effect
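S3 HeLa stable clones carrying a lamin A-EGFP splicing minigene plus DsRed2 were seeded at 600 cells/well in Opti-MEM with 2% FBS, pin-dosed and incubated 48 h at 37°C. Acumen cytometry (488 nm) gave the GFP/RFP total-intensity ratio.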
GAA inhib = qHTS Assay for Inhibitors of Human alpha-Glucosidase as a Potential Chaperone Treatment of Pompe Disease | Lysosomal alpha-glucosidase (Homo sapiens), P10253 | AID 1466, 2008 | Potency, µM (doses to about 76.9 µM), without a hit: at the highest dose activity change, negative = inhibition, actives largely listed as inhibitors | purified human GAA, 4-MU-alpha-glucoside fluorescence | 200,000 compounds, 0.005% hits;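 also: potency is read from the fitted curve at half-maximal effect; plate controls were uninhibited enzyme wells for no effect and no-enzyme background for full effect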
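qHTS format, compound range up to 77 uM. Human lysosomal enzyme at 4 nM, 400 uM 4-MU glucoside substrate, pH 5.0, 20 min room temperature; fluorescence after alkaline stop gives activity normalized to controls.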
HTT ATP protect = qHTS Multiplex Assay to Identify Dual Action Probes in a Cell Model of Huntington: Cytoprotection (ATP); 230,000 compounds, 0.14% hits; PC12 HTT-Q103 induced, cytoprotection, ATP luminescence, 40 h; Potency, µM (titrated, usually from 56.4 µM), for the others: cytoprotection (ATP increase), usual class: activators; AID 1471, 2008;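 also: potency is read from the fitted curve at half-maximal effect; % of control where 0% means no effect; nearly all actives have a fitted effect of over 45% in size; toxic huntingtin expression switched on by the ecdysone agonist tebufenozide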
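ATP quantification (ATPlite) reports survival of PC12 cells in which tebufenozide, 100 nM final, switches on Htt exon 1 with 103 glutamines linked to GFP; compounds are titrated.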
GAA glycogen mod = qHTS Assay for Inhibitors and Activators of Human alpha-Glucosidase Cleavage of Glycogen; recombinant GAA, glycogen substrate, Amplex Red glucose oxidase fluorescence; Potency, µM (doses to about 76.4 µM), for the others: at the top dose activity change, negative = inhibition, usual class: inhibitors; AID 2100, 2009; 300,000 compounds, 0.38% hits; Lysosomal alpha-glucosidase (Homo sapiens), P10253;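 also: potency is read from the fitted curve at half-maximal effect; 0% = full enzyme reaction and -100% = no-enzyme basal signal; the screen sought inhibitors and activators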
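Recombinant human alpha-glucosidase (4 nM final) hydrolysed bovine liver glycogen (30 ug) for 40 min at 37 C in pH 5.0 citrate/phosphate with 0.01% Tween-20. Released glucose detected by glucose oxidase/Amplex Red, Ex 573/Em 610 nm. Compounds up to 77 uM; AC50 from Hill fits.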
CBFb-RUNX1 inh = qHTS Assay for Compounds Blocking the Interaction Between CBF-beta and RUNX1 for the Treatment of Acute Myeloid Leukemia. Runt-related transcription factor 1 (Homo sapiens) + Core-binding factor subunit beta …. AlphaScreen CBFb-His/RUNX1-biotin binding, biochemical. Potency, µM (series often up to 59.8 µM), inactives show at the top dose activity, negative = inhibition, usual class: inhibitors. 230,000 tested, under 10 active. AID 1477, 2009; also: % of control where 0% means no effect
Target sequence (Q01196 whole entry, looked up): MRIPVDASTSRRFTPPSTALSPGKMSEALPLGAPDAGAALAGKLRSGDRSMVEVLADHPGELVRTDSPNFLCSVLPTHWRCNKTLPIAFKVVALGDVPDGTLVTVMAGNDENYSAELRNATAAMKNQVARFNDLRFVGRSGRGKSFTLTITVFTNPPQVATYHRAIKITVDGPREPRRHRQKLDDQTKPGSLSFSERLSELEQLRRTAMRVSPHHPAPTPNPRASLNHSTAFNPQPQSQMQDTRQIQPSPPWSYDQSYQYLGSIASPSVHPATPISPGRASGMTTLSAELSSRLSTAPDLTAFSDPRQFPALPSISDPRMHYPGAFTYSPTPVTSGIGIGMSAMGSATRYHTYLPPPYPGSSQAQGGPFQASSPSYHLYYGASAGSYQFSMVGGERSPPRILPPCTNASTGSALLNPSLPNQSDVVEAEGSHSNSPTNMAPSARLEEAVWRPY
Target sequence (Q13951 whole entry, looked up): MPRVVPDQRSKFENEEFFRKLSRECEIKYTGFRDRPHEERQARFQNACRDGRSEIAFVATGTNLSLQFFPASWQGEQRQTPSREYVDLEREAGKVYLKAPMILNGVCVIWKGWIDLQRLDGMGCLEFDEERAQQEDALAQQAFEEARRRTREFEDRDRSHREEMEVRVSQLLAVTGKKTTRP
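Room-temperature protein-protein interaction test with 30 nM each of His-tagged CBF-beta and biotinylated RUNX1, 15 min with compound, then 90 min with nickel plus streptavidin beads. Signal read in AlphaScreen mode.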
GAA spleen mod = qHTS Assay for Inhibitors and Activators of Human alpha-Glucosidase From Spleen Homogenate; human spleen homogenate, 4-MU-alpha-glucoside fluorescence; Potency, µM (series often up to 79.9 µM), for the others: top-dose activity change, negative = inhibition, usual class: inhibitors; 240,000 compounds, 0.006% hits;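 also: potency is read from the fitted curve at half-maximal effect; 0% = enzyme with vehicle and -100% = no enzyme basal signal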
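Enzyme source: human spleen homogenate, 1 ug/well. Buffer 50 mM citric acid/K phosphate pH 5.0, 0.01% Tween-20. 4-MU-alpha-glucoside 1 mM; 37 C x 40 min; NaOH/glycine stop; fluorescence.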
Active calls of the source: *; ? = inconclusive; . = no result given; [ ] = dose if it differs, or a comment. Unless noted, calls follow the shape of the dose curve; as a rule, active = well fitted curve in the direction sought with a large enough effect; inconclusive = small, poorly fitted or top-dose-only effect, or another doubt; inactive = no such curve, though single readings can be large; an effect the other way counts as inactive or inconclusive.

Results follow in this order: HTT aggregate, LMNA splice mod, GAA inhib, HTT ATP protect, GAA glycogen mod, CBFb-RUNX1 inh, GAA spleen mod
- O=C(COC(=O)c1ccccn1)NC12CC3CC(CC(C3)C1)C2
 : 1%, 5%, -1%, -1%, 8%, 4%, -4%
- COC(=O)CSc1nnc(-c2ccc3c(c2)OCO3)n1C
 : 20%, 10%, -10%, -19%, 3%, -1%, 1%
- CCOC(=O)c1c(NC(=O)C(C)N2CCN(C(=O)c3ccco3)CC2)sc2c1CCCC2 (stereo not drawn)
 : -52%, -28%, ?, -105%[inhibitor], 0%, 12%, 5%
- COc1cc(/C=N/N=C(/N)c2nonc2N)cc(Br)c1OCc1ccccc1C
 : 2%, 6%, -5%, -18%, -4%, -3%, -2%
- COc1cccc(OC)c1OCCOc1ccc(C(=O)c2ccccc2)cc1
 : -21%, ?, -8%, ., 6%, ?, 6%
- CC(=O)N1C(=O)/C(=C2\SC(=S)N(c3c(C)n(C)n(-c4ccccc4)c3=O)C2=O)c2ccccc21
 : -10%, -12%, ?, 6%[10 µM], -15%, 3%, -10%
- C=CCc1c(C)nc(C)nc1N/N=C/c1ccc(F)cc1
 : -18%, 3%, -7%, -1%, ?, 2%, 1%
- COc1ccc(NC(=O)c2ccccc2CC[N+](=O)[O-])cc1
 : 11%, -5%[46 µM], -5%, 2%, 2%, -13%, 2%
- O=C(NCc1ccccc1C(F)(F)F)C1CC(c2cc(C(F)(F)F)cc(C(F)(F)F)c2)=NO1 (stereo not drawn)
 : ?, ., ., 20%[10 µM], -8%, ?, 3%
- COc1ccc(/C=N/OCC(=O)Nc2ccc3c(c2)OCO3)c(OC)c1
 : 22%, ?, 2%, 9%[10 µM], -2%, 3%, -1%
- Cc1cccc2cc(CNCc3ccccc3)c(Cl)nc12
 : 2%[9.22 µM], -2%[46 µM], 12%, 22%[10 µM], 12%, 14%, -2%
- COc1ccc(Cn2c(SCc3ccc(C)cc3)nc3cc(OC)c(OC)cc3c2=N)cc1Cl
 : ?, -11%, -3%, -95%[inhibitor][10 µM], 1%, 17%, 0%
- CCCCc1c(O)nc(SCC(=O)c2ccccc2)n(-c2ccccc2C)c1=O
 : 11%[9.22 µM], ., ., 15%[10 µM], -2%, 7%, 8%
- O=C(NCc1cccnc1)c1cc(-c2ccccc2)on1
 : -10%, -21%, 3%, -3%, -1%, 2%, 1%
- Cc1cc(C)c(C(=O)COC(=O)c2ccc([N+](=O)[O-])o2)cc1C
 : -14%, 1%[9.22 µM], -1%, -56%[inhibitor], -1%, -6%, -1%
- COc1ccc(-c2cc(-c3n[nH]c(=S)n3-c3cc(OC)ccc3OC)[nH]n2)cc1
 : 32%, ?, -4%, ., -11%, -7%, -7%
- Cc1cc(N2CCOCC2)nc(SCc2ccc(Cl)cc2Cl)n1
 : 0%, 8%, -3%, -14%, -4%, 6%, -7%
- Cc1ccccc1NC(=O)Nc1cccs1
 : 17%, -6%, -1%, 26%, ?, -20%, -1%
- CN(C)C(CNC(=O)c1ccc(S(=O)(=O)NCc2ccco2)cc1)c1ccccc1 (stereo not drawn)
 : -12%, 6%, 3%, 13%[0.074 µM], 0%, -3%, 2%
- CCOC(=O)Cc1csc(SCc2nc3ccccc3c(=O)[nH]2)n1
 : 7%, 4%, ?, -5%, 3%, -5%, -11%
- COc1ccc(C2c3ccc4ccccc4c3Oc3ncn(CCCO)c(=N)c32)cc1OC (stereo not drawn)
 : -3%[9.22 µM], ., ., -15%[10 µM], -1%, -7%, 7%
- CCCN(CC1CC1)C(=S)Nc1ccc(C(C)=O)cc1
 : -2%, -17%[46 µM], 1%, ., -6%, 12%, -20%
- c1ccc(-c2ccn3nnnc3n2)cc1
 : -11%, -3%, -14%, 28%[10 µM], 8%, -2%, -5%
- Cc1ccc(S(=O)(=O)N(CC(=O)N/N=C/c2cccc3c2OCCO3)c2ccccc2F)cc1
 : 16%[9.22 µM], 10%, -2%, -10%, -23%, -9%, -1%
- Cc1c(NC(=O)C2C3C=CC(C3)C2C(=O)O)c(=O)n(-c2ccccc2)n1C (stereo not drawn)
 : 11%, 22%, -3%, 11%, -23%, -15%, -7%
- CCOC(=O)N1CCN(CC(=O)Nc2cc(OCC)ccc2OCC)CC1
 : 6%, -11%, 0%, 11%[10 µM], 4%, 1%, 5%
- CCN(C(C)=O)c1nc(CSc2nnc(NC(C)C)s2)cs1
 : -4%, 5%, -10%, -25%[10 µM], 1%, 0%, 1%
- CC1=NN(C(=O)COc2ccc(C)c(C)c2)C(O)(c2ccc(Cl)cc2)C1 (stereo not drawn)
 : -5%, ?, -15%, ., 5%, 2%, -13%
- COc1ccc(CN=C2NC(=O)CC(C(=O)Nc3ccc([N+](=O)[O-])cc3C)S2)cc1 (stereo not drawn)
 : 17%, ?, -18%, ., 1%, -11%, -4%
- O=c1[nH]c(SCC2CCCCO2)nc2ccccc12 (stereo not drawn)
 : -3%, ?, 1%[15.4 µM], -34%, -6%, 8%, 2%
- COc1cccc(Cn2c(=O)c(-c3ccc(Cl)cc3)nc3cncnc32)c1
 : ., ?, ., -139%[inhibitor], ., ., -10%
- CCOC(=O)c1cccc(NC(=S)NCc2ccc(C)cc2)c1
 : 8%[9.22 µM], ?, 1%, 13%[10 µM], -23%, -6%, 12%
- O=C(Nc1ccccc1Cl)c1ccc(COc2ccc3c(c2)CCC3)cc1
 : -6%, 0%, 5%, 22%[10 µM], 5%, 8%, 6%
- CCOC(=O)c1ccc(NC(=O)C2CCC(CNc3c(N4CCOCC4)c(=O)c3=O)CC2)cc1 (stereo not drawn)
 : 27%[9.22 µM], ., ., 8%[10 µM], -2%, 12%, 4%
- CC1(C)C(=O)OC(c2cccc([N+](=O)[O-])c2)C2(CCCCC2)C1=O (stereo not drawn)
 : 2%[9.22 µM], ., 5%, -33%, 9%, 2%, 2%
- O=C(COC(=O)c1ccc2c(c1)C(=O)N(Cc1ccncc1)C2=O)Nc1ccccc1[N+](=O)[O-]
 : -10%, 3%, 1%, -9%[10 µM], -4%, -26%, -3%
- COc1ccc(Nc2nnc(SCC(=O)c3cc4ccccc4o3)s2)cc1
 : 13%[9.22 µM], ., ., 0%[10 µM], ?, 2%, 4%
- CCOC(=O)c1c(NC(=O)c2ccnn2C)sc(C)c1C
 : 5%, 6%, 8%, 12%[10 µM], 2%, 3%, -4%
- CCC(C)(C)NC(=O)CN(C(=O)C(=O)Nc1ccc2c(c1)OCCO2)C(C)(C)CC
 : 13%[9.22 µM], -6%[46 µM], 10%, 23%[10 µM], 6%, 5%, -9%
- O=C(CCC1CCCCC1)NCc1ccc(F)cc1
 : 3%, 7%, -4%, -12%[10 µM], 6%, 10%, 0%
- COC(=O)COc1ccc(S(=O)(=O)Nc2ccccc2C(=O)OC)cc1
 : 16%, -6%, -5%, 1%[0.074 µM], -4%, 7%, -6%
- COc1ccc(S(=O)(=O)N2CCC(N3CCCCC3)CC2)cc1
 : -10%, 4%, -5%, -17%, 1%, -23%, -1%
- Cc1ccc(C(=O)NC2=NCCS2)cc1
 : 5%[9.22 µM], ., ., -16%[10 µM], 3%, 12%, 3%
- CCOc1ccccc1NC1=NC2CS(=O)(=O)CC2S1 (stereo not drawn)
 : 43%[9.22 µM], ., ., -6%[10 µM], 0%, 20%, -2%
- COC(=O)c1ccc(C2C(Oc3ccc(OC)cc3)C(=O)N2CCc2ccc(OC)c(OC)c2)cc1 (stereo not drawn)
 : 3%, 9%, -3%, 21%[10 µM], 1%, -1%, -3%
- CCN(CC(=O)Nc1cccc(C#N)c1)CC(=O)Nc1cccc(OC)c1
 : 28%, -19%[46 µM], -6%, 18%[10 µM], 0%, 15%, 0%
- O=C1c2ccccc2C(=O)N1CCc1nc2ccccc2c(=O)n1CCCn1ccnc1
 : 11%, -8%, 3%, -2%, -2%, -4%, 2%
- O=C(NCc1cccc(Cl)c1)c1ccc(-c2csnn2)cc1
 : 20%[9.22 µM], ., 0%, 38%[10 µM], 2%, 8%, -10%
- c1cncc(CNc2ncncc2-c2ccoc2)c1
 : ., -5%, ., -29%, ., ., 1%
- Nc1nonc1C(=O)NCCNc1ncccc1[N+](=O)[O-]
 : 7%, ., 12%, -9%, 5%, 4%, -2%
- Cc1ccc(S(=O)(=O)NCC(=O)N(CC(=O)NCc2ccco2)Cc2ccc3c(c2)OCO3)cc1
 : ?, 6%, -2%, 4%[10 µM], -5%, 3%, 6%
- Clc1ccc(-c2nc(-c3cnccn3)no2)cc1
 : 12%[9.22 µM], ., ., -24%[10 µM], 1%, 9%, 0%
- O=C(O)C1(c2ccccc2)CCN(S(=O)(=O)c2ccc(Cl)s2)CC1
 : 9%[9.22 µM], ., ., 3%[10 µM], 4%, 5%, -3%
- Cn1c(NC(=O)c2cc(Cl)ccc2Cl)cc(=O)n(C)c1=O
 : -8%, 1%, -6%[15.4 µM], -2%, -5%, -1%, 0%
- COc1cc([N+](=O)[O-])ccc1NC(=O)COC(=O)C=C(C)C
 : 18%, ., -6%, 5%[10 µM], 1%, -2%, -2%
- N#C/C(=C/c1ccc(-c2cc([N+](=O)[O-])ccc2Cl)o1)C(N)=O
 : -14%[9.22 µM], ., ., -4%[10 µM], 7%, 21%, 0%
- CC1CCc2sc(C(=O)OC(C)C(=O)Nc3ncc(Cl)cc3Cl)cc2C1 (stereo not drawn)
 : ?, -7%, ?, -35%[10 µM], -1%, -5%, 4%
- Cc1nc(-c2cccc(NC(=O)C3CCCCC3)c2)cs1
 : 7%, -16%[46 µM], 2%, -19%, 18%, 5%, 2%
